Screening results deposited in PubChem BioAssay by National Center for Advancing Translational Sciences (NCATS).
KB-V1 cytotox = qHTS assay for MDR1-selective chemotherapeutics: Primary screen using the drug-selected MDR subline cells KB-V1. actives 3.4% (n = 400,000). KB-V1 MDR cells viability, CellTiter-Glo, 72 h. Potency, µM (doses to about 46.1 µM), for inactives: top-dose activity change, negative = cytotoxicity, hits mostly cytotoxic; further: potency means the concentration at half of the fitted maximal effect; on the % scale 0 is the no-effect control and ±100 the full control effect; nearly all actives have a fitted effect of over 60% in size
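KB-V1 MDR subline cells in DMEM (phenol-red free, 10% FBS) exposed to compounds in qHTS concentration series for 72 h at 37 degrees C. Viability read by CellTiter-Glo luminescence; concentration-effect curves fitted after normalization and correction.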
SW480 rereplic = A quantitative high throughput screen for small molecules that induce DNA re-replication in SW480 colon adenocarcinoma cells; SW480 DNA re-replication, Hoechst DNA content imaging, 48 h; Potency, µM (top dose mostly 46.1 µM), for the others: at the highest dose re-replication activation, usual class: activators; actives 1.8% (n = 340,000); AID 624297, 2012; further: potency means the concentration at half of the fitted maximal effect; % of control where 0% means no effect; nearly all actives have a fitted effect of over 55% in size
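Treated cells incubate 48 hr (37 C, 5% CO2), are stained 40 min with Hoechst, and nuclear fluorescence is enumerated; a rise in nuclei with high DNA signal marks re-replication.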
MCF10A rerep = A quantitative high throughput screen for small molecules that induce DNA re-replication in MCF 10a normal breast cells | AID 624296, 2012 | Potency, µM (doses to about 46.1 µM), without a hit: at the highest dose activity, positive = re-replication, usual class: activators | MCF 10A DNA re-replication, Hoechst nuclear intensity, 48 h | actives 2.9% (n = 350,000); further: potency means the concentration at half of the fitted maximal effect; % of control where 0% means no effect; nearly all actives have a fitted effect of over 50% in size
KB-3-1 cytotox = qHTS assay for MDR1-selective chemotherapeutics: Primary screen using the parental adenocarcinoma cell KB-3-1; KB-3-1 viability, CellTiter-Glo ATP luminescence, 72 h; Potency, µM (titrated, usually from 46.1 µM), without a hit: at the highest dose activity change, negative = cytotoxic, hits mostly cytotoxic; actives 1.4% (n = 400,000); AID 1347075, 2019; further: potency means the concentration at half of the fitted maximal effect; on the % scale 0 is the no-effect control and ±100 the full control effect; nearly all actives have a fitted effect of over 60% in size
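Parental KB-3-1 adenocarcinoma cells in phenol-red-free DMEM with 10% FBS were pin-treated with compounds at several concentrations, incubated 72 h at 37 °C, and viability read by CellTiter-Glo luminescence; concentration-effect curves were fitted after normalization.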
HT1080 IDH1KD tx = qHTS for induction of synthetic lethality in tumor cells producing 2HG: qHTS for the HT-1080-IDH1KD cell line; HT-1080 IDH1 knockdown viability, ATP luminescence, 48 h; Potency, µM (series often up to 46.1 µM), for inactives: at the highest dose activity, negative = toxicity, hits mostly cytotoxic; actives 2% (n = 360,000); AID 686971, 2013;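 further: potency means the concentration at half of the fitted maximal effect; 0% = DMSO wells and -100% = cell-free medium wells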
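Luminescent ATP read-out (CellTiter-Glo, 10 min at room temperature) after 48 h compound exposure at 37 °C gave viability of IDH1-knockdown HT-1080 cells. Activity was normalised to DMSO and cell-free wells, then fitted as concentration-response curves.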
ATXN2 expr inh = Primary qHTS for Inhibitors of ATXN expression | HEK-293 ATXN2-luciferase reporter, luminescence, 24 h | Potency, µM (titrated, usually from 57 µM), inactives show top-dose activity change, negative = inhibition, actives largely listed as inhibitors | actives 0.72% (n = 360,000); further: potency means the concentration at half of the fitted maximal effect; on the % scale 0 is the no-effect control and ±100 the full control effect; nearly all actives have a fitted effect of over 55% in size
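qHTS (up to 57 uM final) was run with 24 h compound exposure of reporter cells at 37 °C. Each well was multiplexed: SteadyGlo luminescence measured ATXN2-luciferase expression after a fluorogenic Gly-Phe-AFC viability readout (25 uM final).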
WRN helicase inh = qHTS for Inhibitors of WRN Helicase; WRN helicase unwinding, fluorescent forked duplex, kinetic; actives 0.46% (n = 360,000); Bifunctional 3'-5' exonuclease/ATP-dependent helicase WRN (Homo sapiens), Q14191; Potency, µM (highest dose often 114 µM), without a hit: top-dose activity change, negative = inhibition, most hits filed as inhibitors; AID 651768, 2012; further: potency means the concentration at half of the fitted maximal effect; on the % scale 0 is the no-effect control and ±100 the full control effect; nearly all actives have a fitted effect of over 55% in size
Target sequence (Q14191 whole entry, looked up): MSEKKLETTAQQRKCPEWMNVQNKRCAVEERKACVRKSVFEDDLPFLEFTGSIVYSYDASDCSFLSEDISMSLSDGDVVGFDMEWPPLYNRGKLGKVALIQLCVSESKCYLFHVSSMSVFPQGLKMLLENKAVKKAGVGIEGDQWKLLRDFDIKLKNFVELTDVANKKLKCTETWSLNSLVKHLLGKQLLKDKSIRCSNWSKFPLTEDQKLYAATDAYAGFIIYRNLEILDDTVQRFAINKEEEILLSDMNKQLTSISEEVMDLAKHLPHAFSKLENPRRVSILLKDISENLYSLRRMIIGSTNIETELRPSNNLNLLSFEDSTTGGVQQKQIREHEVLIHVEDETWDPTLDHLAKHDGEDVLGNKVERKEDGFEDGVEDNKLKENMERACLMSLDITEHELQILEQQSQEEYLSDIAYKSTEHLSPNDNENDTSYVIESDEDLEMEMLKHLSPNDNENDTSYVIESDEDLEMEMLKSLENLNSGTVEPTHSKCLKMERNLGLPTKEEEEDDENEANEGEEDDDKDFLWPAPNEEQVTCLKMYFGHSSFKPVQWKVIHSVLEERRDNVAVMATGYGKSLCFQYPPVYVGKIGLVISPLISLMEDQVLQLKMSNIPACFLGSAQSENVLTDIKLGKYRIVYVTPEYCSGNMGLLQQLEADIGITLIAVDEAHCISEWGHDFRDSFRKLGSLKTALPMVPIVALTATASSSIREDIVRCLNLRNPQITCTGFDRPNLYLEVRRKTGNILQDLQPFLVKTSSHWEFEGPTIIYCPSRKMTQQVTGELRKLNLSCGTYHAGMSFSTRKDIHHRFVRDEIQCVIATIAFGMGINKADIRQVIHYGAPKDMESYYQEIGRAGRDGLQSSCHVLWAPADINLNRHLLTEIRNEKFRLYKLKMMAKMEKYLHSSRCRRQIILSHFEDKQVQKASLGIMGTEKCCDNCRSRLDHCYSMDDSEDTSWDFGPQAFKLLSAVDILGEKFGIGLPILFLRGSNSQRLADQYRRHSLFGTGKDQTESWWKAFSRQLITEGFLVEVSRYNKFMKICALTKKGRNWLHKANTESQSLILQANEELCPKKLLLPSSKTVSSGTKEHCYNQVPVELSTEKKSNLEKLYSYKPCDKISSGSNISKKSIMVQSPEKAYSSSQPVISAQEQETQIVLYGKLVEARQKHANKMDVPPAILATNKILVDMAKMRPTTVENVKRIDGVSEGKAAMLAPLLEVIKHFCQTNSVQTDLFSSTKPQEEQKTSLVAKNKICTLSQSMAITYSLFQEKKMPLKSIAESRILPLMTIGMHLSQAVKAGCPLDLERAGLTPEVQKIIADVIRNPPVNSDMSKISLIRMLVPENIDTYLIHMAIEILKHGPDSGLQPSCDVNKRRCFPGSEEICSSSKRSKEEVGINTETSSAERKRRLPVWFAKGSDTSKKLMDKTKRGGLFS
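Enzyme (20 nM final) and test compound sit together 15 min at room temperature before substrate addition. Substrate is a single-forked duplex oligonucleotide (100 nM) labelled with fluorophore and quencher, with 2 mM ATP; helicase unwinding raises red fluorescence, read kinetically.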
IL-1B inflam inh = qHTS for Inhibitors of Inflammasome Signaling: IL-1-beta AlphaLISA Primary Screen | activity change, % at 57.5 µM | THP-1 LPS/ATP IL-1B secretion, AlphaLISA, 16 h; stronger effect = lower value | AID 743279, 2014 | actives 4.7% (n = 360,000); in the data active means activity change below about -50%; inconclusive means mostly about -30% to -49%; further: on the % scale 0 is the no-effect control and ±100 the full control effect
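Secreted IL-1B measured by AlphaLISA bead assay after 16 h compound exposure of THP-1 cells; compounds (final up to 57.5 uM) added 1 h before LPS (250 ng/mL) and ATP (1.25 mM) stimulation; lower signal means less secretion.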
HT1080-NT tox = qHTS for induction of synthetic lethality in tumor cells producing 2HG: qHTS for the HT-1080-NT fibrosarcoma cell line | HT-1080-NT fibrosarcoma viability, CellTiter-Glo ATP luminescence, 48 h | Potency, µM (doses to about 46.1 µM), inactives show top-dose activity, negative = less viability, hits mostly cytotoxic | AID 686970, 2013 | actives 1.6% (n = 360,000);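 further: NT is the 2HG producing partner of a matched IDH1 knockdown line; potency means the concentration at half of the fitted maximal effect; 0% = DMSO-treated cells and -100% = media-only wells without cells; nearly all actives have a fitted effect of over 55% in size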
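A 48-hour cytotoxicity screen used HT-1080-NT cells plated 2 hours before compound delivery. ATP-based CellTiter-Glo luminescence measured viability, normalized to DMSO and no-cell controls.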
* marks the source's active call; other numbers are inactive results; i = inactive; ? = inconclusive; nt = no result given; [ ] = remark or other dose. Unless noted, the call rests on the fitted dose curve; in most records, active means well fitted curve in the direction sought with a large enough effect; inconclusive means small, poorly fitted or top-dose-only effect, or another doubt; inactive means no such curve, though single readings can be large; an effect the other way counts as inactive or inconclusive.

SMILES | KB-V1 cytotox | SW480 rereplic | MCF10A rerep | KB-3-1 cytotox | HT1080 IDH1KD tx | ATXN2 expr inh | WRN helicase inh | IL-1B inflam inh | HT1080-NT tox
CC(=O)c1ccc(NC(=O)C(C)OC(=O)CCN=C2NS(=O)(=O)c3ccccc32)cc1 (stereo not given) | 0% | -2% | 23% | -7% | 11% | 0% | -3% | -8 | 0%
O=C(Nc1ccc(C(F)(F)F)cc1)C1CC(=O)N(c2ccc3c(c2)OCCO3)C1 (stereo not given) | 3% | -3% | -10% | -18% | -11% | -6% | ? | 3 | -5%
O=c1c(Cl)c(N2CCN(c3ccc(F)cc3)CC2)cnn1-c1nc2ccccc2s1 | 31% | -9% | -4% | -7% | 18% | 49%[activator] | -5% | 10 | 28%
CC(C)(C)N1C(=O)c2c(C(=O)OCc3ccccc3)[nH]c(-c3ccccc3)c2C1=O | 1% | nt | nt | 0% | 17% | 3% | 1% | 12 | 21%
C/C(CC1CC(COCCC(C)C)OC1=O)=N\NC(N)=S (stereo not given) | -16% | -2% | -12% | 4% | ? | -2% | 8% | 0 | ?
COc1ccc(S(=O)(=O)N2CCc3ccccc32)cc1C(=O)N1CCC(C)CC1 | 0% | 7% | -2% | -20% | -10% | 0% | 10% | 6 | -17%
COc1cccc(C(=O)COc2cccc(NC(=O)c3cccc([N+](=O)[O-])c3)c2)c1 | ? | 10% | ? | ? | -19% | ? | 2% | ? | -18%
Cc1cccc(NC(=O)c2ccco2)c1C(=O)O | -11% | -8% | -3% | ? | 6% | -16% | 4% | 4 | 1%
C=CCN(Cc1ccc(Br)s1)C(=O)c1ccc(OCc2c(C)noc2C)cc1 | -31% | nt | nt | -20% | -14% | nt | -4% | -11 | -8%
COc1ccccc1NS(=O)(=O)c1cccc(NS(=O)(=O)c2cc(C(=O)O)ccc2Cl)c1 | 9% | nt | nt | 10% | 1% | nt | 4% | 48 | -7%
CC1CCN(c2ccc(C(=O)N3CCOCC3)cc2[N+](=O)[O-])CC1 | -6% | 2% | 1% | 2% | 9% | 2% | 3% | ? | 7%
O=C(NCc1ccccc1)C(c1ccccc1)n1c(-c2ccccn2)nc2ccccc21 (stereo not given) | -38% | nt | nt | 2% | ? | nt | -7% | -17 | -28%
COc1cccc(/C=C2/SC(=S)N(CCC(=O)N3CCOCC3)C2=O)c1 | ? | 9% | ? | 16µM* | ? | 57%[activator] | 3% | -95* | -17%
C/C(=N\NC(=O)c1c(Cl)c(C)nn1C)c1cccc(NC(=O)C2CCCC2)c1 | -26% | -4% | ? | -5% | -23% | 15% | -5% | ? | -16%
CC1(c2ccccc2Cl)NC(=O)N(CC(=O)Nc2cccnc2Cl)C1=O (stereo not given) | -2% | -10% | 1% | 10% | 3% | 15% | 11% | -8 | 5%
Nc1ccc2c(c1)ncn2CCCn1cnc2cc(N)ccc21 | 6% | -5% | -3% | 3% | -33% | -5% | -4%[11.6 µM] | -3 | -6%
CC(=O)OCC(=O)C1(O)CCC2C3CCC4=CC(=O)C=CC4(C)C3C(O)CC21C (stereo not given) | -1% | ? | 0% | 7% | 26% | -4% | -10% | -30 | 24%
Cc1ccc(C(=O)NCC2CCCO2)cc1N1CCCC1=O (stereo not given) | -8% | -39%[inhibitor] | 0% | 13% | 24% | -11% | 6% | 17 | 27%
COc1ccc(Cl)cc1C(=O)NC(C)C | 8% | 4% | 16% | -2% | 7% | nt | -2% | 0 | 7%
Cc1cccc(Nc2nc(NCCO)nc(N3CCCC3)n2)c1 | 7% | -20% | ? | 0% | nt | -3% | nt | nt | nt
COc1ccc(C(=O)O/N=C(\C)c2cnccn2)cc1 | -2% | 7% | ? | -4% | -12% | 4% | -26% | 14 | -5%
CC(=O)N(c1ccc2oc(=O)sc2c1)S(=O)(=O)c1ccccc1 | -1% | -2% | ? | 0% | -18% | -9% | ? | -19 | -25%
COc1ccc(Cc2nnc(NC(=O)Nc3ccc(F)cc3)s2)cc1OC | -13% | ? | 4% | 1% | -12% | nt | 8% | 53 | -16%
Cc1cc(-c2nnc(CCC(=O)N3CCN(Cc4cccnc4)CC3)o2)c(C)o1 | -6% | -72%[inhibitor] | -6% | 10% | 4% | 2% | 4% | 12 | 8%
O=C(NCCCc1ccccc1)c1cccc([N+](=O)[O-])c1 | -6% | 0% | -37%[inhibitor] | 3% | 6% | 2% | -1% | -3 | 2%
O=C(c1ccco1)N1N=C(c2ccccc2O)CC1c1cccs1 (stereo not given) | 7% | nt | nt | -1% | 2% | nt | -5% | 0 | 1%
Cc1cc(C)nc(NC(=O)c2ccc(Cl)c(Cl)c2)n1 | -14% | -7% | -1% | 1% | 18% | -22% | -2% | -10 | 23%
COC(=O)CSc1nnc(SCc2ccccc2)s1 | 20% | 13% | 37% | -9% | 0% | -25% | 0% | 4 | 0%
Cc1cc(C)cc(N2C(=O)C3CCCN3C2=S)c1 (stereo not given) | 22% | -5% | -24% | 0% | -6% | -4% | -2% | -22 | -4%
COc1ccc(Br)cc1CNC(=O)C1CCN(c2nnc(N3CCCC3=O)s2)CC1 | 13% | 3% | -2% | 0% | ? | 5% | -30% | ? | ?
Cc1ccc(C)c(-n2c(N)c(C(N)=O)sc2=S)c1 | 2% | -2% | 0% | -7% | 3% | 0% | -28% | 2 | 15%
Cc1ccc(OCC(=O)Nc2cccc(S(=O)(=O)N3CCOCC3)c2)c([N+](=O)[O-])n1 | -15% | -3% | -5% | -1% | 2% | 18% | -6% | 17 | 1%
COC(=O)c1cc(S(=O)(=O)NCc2ccc(S(N)(=O)=O)cc2)oc1C | -2% | -1% | -7% | 0% | 3% | 2% | -6% | 21 | -4%
NC(=N\N=Cc1ccco1)/C(N)=N/N=Cc1ccco1 | -2% | -4% | -23% | -3% | 4% | 28% | -34% | -10 | 13%
CCc1ccc(-c2nc(CS(=O)CC(=O)NCc3ccco3)c(C)o2)cc1 (stereo not given) | 2% | -3% | 2% | 27% | -5% | ? | -5% | 0 | -6%
CCOCCn1c(=NC(=O)/C=C/c2ccccc2Cl)sc2cc(NC(C)=O)ccc21 | 3% | ? | 16% | 24% | 14% | 4% | -24% | 23 | 5%
O=C(c1ccccc1)c1ccc2ccccc2c1 | 23% | -7% | ? | -11% | 11% | 41%[activator] | 8% | -9 | 13%
CN1CCN(S(=O)(=O)c2cccc(C(=O)Nc3cc(C(F)(F)F)ccc3N3CCCC3)c2)CC1 | -4% | -9% | 10% | 1% | 0% | -2% | 1% | -16 | 0%
Cc1ccc(CNCC(O)(c2ccccc2)c2ccc(Cl)cc2)cc1 (stereo not given) | ? | ? | 26% | -14% | ? | ? | -12% | -75* | 23µM*
O=C(CSc1nnc(NC(=O)c2c(F)cccc2F)s1)NCc1ccco1 | 12% | 2% | 0% | 9% | 3% | 2% | -33% | 3 | -1%
O=C(NC(C(=O)N/N=C/c1ccccc1)c1n[nH]c(=O)c2ccccc12)c1ccccc1 (stereo not given) | 3% | 2% | -33%[inhibitor] | 14% | -13% | 18% | -6% | 7 | -20%
COc1ccccc1C(=O)NCC(=O)N1CCN(S(=O)(=O)c2ccccc2C(F)(F)F)CC1 | -23% | 6% | 21% | -15% | 4% | -13% | 1% | -21 | 8%[9.24 µM]
CCOC(=O)C1(Cc2cccc(Cl)c2)CCCN(C(=O)c2cc(CC)on2)C1 (stereo not given) | ? | -6% | 16% | -13% | 3% | 21% | -5% | i | 4%
Cc1c(C(=O)NC2=NCCS2)oc2ccccc12 | 0% | 1% | -5% | -15% | -1% | -24% | 1% | 0 | 0%[9.24 µM]
O=C(N/N=C/c1cc2cc3c(cc2nc1Cl)OCO3)c1ccncc1 | 15% | 24% | 2% | 1% | 5% | nt | -12% | -16 | -5%
OCC[C@H]1C[C@@H](O)[C@H](O)[C@@]2(CCCO2)O1 | 0% | -9% | -1% | 0% | 0% | -6% | -6% | 9 | -1%
Cc1c(C(=O)N2CCCC2)nnn1-c1nonc1N | 18% | 0% | 0% | 16% | 4% | 0% | 8% | -12 | 10%
O=C(CCN1CCc2ccccc2C1)c1ccc2c(c1)OCCO2 | ? | 16µM* | ? | ? | -8% | -5% | ? | 0 | -7%
COc1ccc(Cl)cc1NC(=O)CN(C)C(=O)c1cc2ccccc2cc1OC | ? | 16% | 13% | -16% | -24% | -4% | -5% | 6 | -13%
COc1ccc(OC)c(Nc2ccc(Nc3cc(OC)ccc3OC)nn2)c1 | ? | 0% | 0% | -4% | -17% | -15% | -29%[57.1 µM] | -101* | -2%
Cc1cc(-c2nnc(CCC(=O)N(CC3CCC3)CC3CCCO3)o2)no1 (stereo not given) | ? | -4% | 5% | -7% | 14% | 23% | 4% | 5 | 19%
COc1cc(C2c3cc4c(cc3OC(NCCc3ccccc3)C2C)OCO4)cc(OC)c1OC (stereo not given) | 2.9µM* | 1µM* | 1µM* | 4.1µM* | 1µM* | 1% | -3% | 41 | 1µM*
